# Assay outcomes from PubChem.
# L3MBTL1 inh: qHTS Assay for the Inhibitors of L3MBTL1. AID 485360, 2010. Potency, µM (highest dose often 57.1 µM), for inactives: top-dose activity, negative = inhibition, most hits filed as inhibitors. actives 0.66% (n = 230,000). Lethal(3)malignant brain tumor-like protein 1 (Homo sapiens), Q9Y468. AlphaScreen L3MBTL1–H3K9me1 peptide binding; note: % is set by controls: 0 for no effect and ±100 for the full control effect; nearly all actives have a fitted effect of over 60% in size
#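 Displacement of a biotinylated histone H3(1-15) peptide monomethylated at Lys9 (75 nM) from L3MBTL1 (50 nM) was measured by AlphaScreen after a 30 min room-temperature compound incubation; cefsulodin titration served as intraplate control.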
# HTT cytoprotect: qHTS Multiplex Assay to Identify Dual Action Probes in a Cell Model of Huntington: Cytoprotection (ATP); PC12 HTT-Q103 induced, cytoprotection, ATP luminescence, 40 h; Potency, µM (titrated, usually from 56.4 µM), inactives show cytoprotection (ATP increase), most hits filed as activators; actives 0.14% (n = 230,000);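 note: % of control where 0% means no effect; nearly all actives have a fitted effect of over 45% in size; toxic huntingtin expression switched on by the ecdysone agonist tebufenozide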
#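 PC12 cells with ecdysone-inducible HTT exon 1 Q103-GFP, induced with 100 nM tebufenozide and co-treated with library compounds in a dose series (1536-well, 1500 cells/well). Cytoprotection read as ATP content by ATPlite luminescence.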
# Tau fluor counter: Counterscreen qHTS for Inhibitors of Tau Fibril Formation, Fluorescence Polarization; tau K18 P301L Alexa594 fluorescence, heparin fibrillization; Potency, µM (series often up to 57.7 µM), without a hit: at the top dose activity change, negative = decrease; actives 0.93% (n = 280,000); AID 1463, 2008; note: % is set by controls: 0 for no effect and ±100 for the full control effect; nearly all actives have a fitted effect of over 55% in size
#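 Human tau K18 P301L (15 uM unlabeled, 0.24 uM Alexa 594-labeled) in 100 mM sodium acetate pH 7 with 20 uM heparin, 6 hr at 37 C. ThT 30 uM added, 1 hr ambient; Alexa 594 FP and total fluorescence read at 555/632 nm.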
# TRb-SRC2 inh: qHTS for Inhibitors of the Interaction of Thyroid Hormone Receptor and Steroid Receptor Coregulator 2; actives 0.065% (n = 280,000); Potency, µM (top dose mostly 106 µM), inactives show at the top dose activity change, negative = inhibition, most hits filed as inhibitors; TRbeta-SRC2 peptide binding, fluorescence polarization; receptor liganded with 1 µM T3;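 note: plate controls were bound peptide for no effect and peptide without receptor for full effect; nearly all actives have a fitted effect of over 50% in size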
# Target sequence (P10828 whole entry, looked up): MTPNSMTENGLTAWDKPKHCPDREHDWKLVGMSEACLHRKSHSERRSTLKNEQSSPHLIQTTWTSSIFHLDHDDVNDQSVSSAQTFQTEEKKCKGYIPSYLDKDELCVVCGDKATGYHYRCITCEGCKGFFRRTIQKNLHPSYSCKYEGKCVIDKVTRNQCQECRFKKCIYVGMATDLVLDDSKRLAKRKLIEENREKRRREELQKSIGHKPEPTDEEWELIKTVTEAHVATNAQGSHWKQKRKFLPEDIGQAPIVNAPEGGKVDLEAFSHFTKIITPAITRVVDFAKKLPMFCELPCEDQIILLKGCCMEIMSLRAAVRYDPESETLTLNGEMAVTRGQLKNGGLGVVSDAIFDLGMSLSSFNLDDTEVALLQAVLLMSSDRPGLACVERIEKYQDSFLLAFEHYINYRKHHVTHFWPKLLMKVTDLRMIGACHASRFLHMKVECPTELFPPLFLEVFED
#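 Assay buffer: 20 mM Tris-HCl, 100 mM NaCl, 10% glycerol, 1 mM EDTA, 0.01% NP-40, 1 mM DTT, 1 uM T3, 5% DMSO; TRb LBD 0.6 uM, Texas Red SRC2 20 nM; FP after 5 hr.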
# Tau ThT inhib: qHTS for Inhibitors of Tau Fibril Formation, Thioflavin T Binding. AID 1460, 2008. recombinant tau K18 P301L (four-repeat tau fragment), heparin-induced fibrillization, ThT fluorescence. Potency, µM (doses to about 57.4 µM), inactives show at the top dose activity, negative = inhibition, actives largely listed as inhibitors. actives 2.1% (n = 270,000). Microtubule-associated protein tau (Homo sapiens), P10636; note: % is set by controls: 0 for no effect and ±100 for the full control effect; nearly all actives have a fitted effect of over 55% in size
# Target sequence (P10636 561-689 P618L limits assumed): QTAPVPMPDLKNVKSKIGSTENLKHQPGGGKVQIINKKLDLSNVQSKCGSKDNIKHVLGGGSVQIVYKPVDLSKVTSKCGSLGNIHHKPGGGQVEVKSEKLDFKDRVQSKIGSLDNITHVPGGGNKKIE
#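 K18 P301L tau (15 uM + 0.24 uM Alexa 594-tagged), heparin 20 uM, NaOAc pH 7, 6 h 37 C; ThT 30 uM, 1 h RT, ex 450/em 510 nm.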
# TexasRed fluor: Total Fluorescence Counterscreen for Inhibitors of the Interaction of Thyroid Hormone Receptor and Steroid Receptor Coregulator 2; TRb/SRC2 Texas Red total fluorescence interference; Potency, µM (doses to about 106 µM), without a hit: top-dose fluorescence change, negative = quenching; actives 0.29% (n = 280,000); active = well fitted curve in either direction with a large enough effect; inconclusive = small, poorly fitted or top-dose-only effect; note: % is set by controls: 0 for no effect and ±100 for the full control effect
#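 Flags fluorescent or light-absorbing compounds by total fluorescence, S + 2P, at 555 nm excitation and 632 nm emission. Mixture: 20 nM Texas Red SRC2 peptide, 0.6 uM human TRb LBD, 1 uM T3, 5% DMSO; compound exposure 5 h at ambient temperature.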
# RECQ1 inh: qHTS Assay for Inhibitors of RecQ-Like Dna Helicase 1 (RECQ1) | Potency, µM (series often up to 57.3 µM), for inactives: top-dose activity, negative = inhibition, most hits filed as inhibitors | ATP-dependent DNA helicase Q1 (Homo sapiens), P46063 | actives 0.54% (n = 240,000) | RECQ1 DNA unwinding, red fluorescence kinetic read;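 note: plate controls were vehicle for no effect and no enzyme for full effect; nearly all actives have a fitted effect of over 30% in size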
#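 RECQ1T1 50 nM; forked duplex (20 bp + 30-nt ss tails) 200 nM, ATP 2 mM final; pH 8.0, 2 mM MgCl2, 2.5 ug/ml poly(dI-dC); 15 min compound preincubation; discontinuous kinetic read over 2 h at RT.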
# Tau fibril FP: qHTS for Inhibitors of Tau Fibril Formation, Fluorescence Polarization | K18 P301L tau heparin fibrillization, Alexa594 FP, 6 h | Potency, µM (series often up to 57.7 µM), inactives show top-dose activity, negative = inhibition, hits mostly inhibitors | actives 0.39% (n = 280,000) | AID 1468, 2008; note: % is set by controls: 0 for no effect and ±100 for the full control effect; nearly all actives have a fitted effect of over 55% in size
#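 FP of Alexa 594-tau after heparin (20 uM) induction. Substrate: human K18 P301L, 15 uM unlabeled, 0.24 uM labeled. Buffer 100 mM sodium acetate pH 7. 6 hr, 37 C.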
# The depositor's hits bear a star; i = inactive; ? = inconclusive; . = not tested or not shown; [ ] = dose if it differs, or a comment. Unless noted, calls come from the whole dose curve; as a rule, active = well fitted curve in the direction sought with a large enough effect; inconclusive = small, poorly fitted or top-dose-only effect, or another doubt; inactive = no such curve, though single readings can be large; an effect the other way counts as inactive or inconclusive. Potency is the fitted concentration of half-maximal effect. Some of the compounds tested; count on the stated rates, not on these rows.
entry	SMILES	RECQ1 inh	HTT cytoprotect	TexasRed fluor	Tau fibril FP	TRb-SRC2 inh	L3MBTL1 inh	Tau fluor counter	Tau ThT inhib
1	COc1ccc2c(-c3ccccc3)cc(SCC(=O)NC3CCS(=O)(=O)C3)nc2c1 (stereo unspecified)	-7%	-8%[10 µM]	1%	12%	-4%	-10%	-25%	-10%
2	CCSc1ccc2nnc(-c3ccc(F)cc3)n2n1	1%	-10%[10 µM]	-7%	-1%	0%	6%	-11%	-17%
3	COC(=O)c1ccc(Nc2cc(C)nc3ccc(C)cc23)cc1	17%	5%[10 µM]	-2%	-3%	-3%	-4%	-21%	?
4	CCN(CC)CCCNC(=O)c1sc2ncn(CC(=O)Nc3ccc(C)c(Cl)c3)c(=O)c2c1C	i	1%	-1%	-3%	-4%	.	-20%	-13%
5	COc1ccc(NC(=O)Cn2c(-c3ccc(OC)cc3)cn(-c3ccc(C)cc3)c2=O)cc1	i	11%	2%	11%	-22%	.	?	?
6	CN1CCN(C(=O)/C(C#N)=C/c2ccc(OC(F)F)cc2)CC1	0%	19%[10 µM]	-2%	-2%	-2%	.	-6%	-11%
7	O=C(COc1ccccc1)N1CCN(c2ccc([N+](=O)[O-])c(N3CCCCC3)c2)CC1	-16%	-23%	1%	9%	1%	-16%	-23%	?
8	CC(C)c1nnc(NC(=O)C2CCCO2)s1 (stereo unspecified)	-4%	?	-1%	-8%	-8%	-4%	-13%	-11%
9	COc1ccc(S(=O)(=O)Nc2ccc3c(c2)CCCN3S(=O)(=O)c2ccc(C)cc2)cc1F	.	.	0%	?	0%	.	?	-2%
10	Nc1nnc(SCc2ccc(F)cc2)n1-c1ccccc1	-3%	22%[10 µM]	-3%	-2%	3%	4%	0%	-10%
11	CCC(Sc1nc2cc(OC)c(OC)cc2c(=O)n1Cc1ccco1)C(=O)NCCOC (stereo unspecified)	-9%	-12%	-2%	-9%	-11%	4%	-10%	-10%
12	C=CCNC(=S)NNC(=O)c1ccc(=O)n(Cc2ccccc2)c1	-3%	2%[10 µM]	2%	2%	-2%	9%	4%	2%
13	Cc1ccc(NC(=O)c2ccc3c(c2)C(=O)N(Cc2cccnc2)C3=O)c(C)c1	i	-16%	-6%	-6%	-9%	5%[11.4 µM]	-3%	-3%
14	COc1ccc(-c2nsc3c(N4CCCC4)ncnc23)cc1	-13%	-69%[inhibitor]	0%	-2%	-13%	2%	-10%	?
15	C/C(=N\NC(=O)CCc1ccc(S(=O)(=O)N2CCOCC2)cc1)c1ccccc1Cl	i	10%[10 µM]	-7%	4%	8%	-7%	-7%	5%
16	O=C1CN(S(=O)(=O)c2ccccc2C(F)(F)F)CCN1	-2%	-6%	9%	-4%	9%	5%	-1%	0%
17	O=C(O)c1ccc(COc2ccccc2/C=C2\NC(=O)N(Cc3ccccc3F)C2=O)cc1	-3%	-3%[10 µM]	5%	1%	6%	-13%	-2%	-1%
18	COc1ccc(NC2=Nc3ccccc3CC2)cc1	i	-26%	-4%	-12%	-19%	.	-3%	-3%
19	c1ccc(-c2noc(CN3CCN(c4ccccc4)CC3)n2)cc1	-7%	-9%	1%	-2%	-12%	.	-22%	-13%
20	Cc1ccc(NC(=O)CSCc2ccco2)cc1	i	.	-2%	4%	-3%	-5%	-2%	-8%
21	Cn1c(=O)[nH]c(=O)c2c1nc(N1CCOCC1)n2CCSc1nc2ccccc2[nH]1	-2%	9%	-8%	?	-2%	2%	3%	-2%
22	CCC(CC)C(=O)NCCc1cc2ccc(OC)cc2[nH]c1=O	0%	-22%	1%	3%	6%	5%	-1%	0%
23	CN(NC(=O)c1ccc(Cl)cc1Cl)C1=NS(=O)(=O)c2ccccc21	0%	-32%[inhibitor]	-3%	-10%	-4%	14%	-2%	-6%
24	CCCCCCCCn1c(=O)c(C(=O)OC)c(N)c2ccccc21	-9%	4%[10 µM]	0%	9%	-5%	5%	-17%	-11%
25	CC[n+]1c(/C=C/Nc2ccccc2)oc2ccccc21	i	-40%[inhibitor]	-3%	-8%	-6%	4%	-4%	8%
26	Cc1ccc(OCC(=O)N(C)CC(=O)Nc2ccc(F)cc2)c([N+](=O)[O-])n1	-8%	.	-3%	3%	-1%	0%	-6%	-1%
27	O=C(Nc1cccc(C(F)(F)F)c1)c1cc2ncc(Br)cn2n1	i	-2%	-4%	-12%	3%	.	-9%	-6%
28	C=CCn1c2ccccc2c2nnc(SCC(=O)NC(C(=O)OC)C(C)C)nc21 (stereo unspecified)	-3%	-17%	0%	4%	-17%	-14%	4%	-5%
29	Cc1occc1C(=O)Nc1ccc(S(=O)(=O)N2CCN(C)CC2)cc1	9%	3%[10 µM]	-3%	-7%	-4%	-5%	-1%	0%
30	Cc1ccc(Nc2cnn(C34CC5CC(CC(CC(=O)O)(C5)C3)C4)c(=O)c2Cl)cc1	i	8%	-4%	4%	-2%	.	-3%	-8%
31	Cn1c(=O)c2c(nc(N3CCOCC3)n2CCCNC2=NCCC2)n(C)c1=O	0%	-5%	-1%	-6%	12%	-3%	-11%	-19%
32	O=C(Nc1ccc([N+](=O)[O-])cc1)Nc1ccc(Cl)cc1F	i	.	-6%	?	-3%	-5%	?	-10%

# Next part, starting with the last 4 of the part before.
entry	SMILES	RECQ1 inh	HTT cytoprotect	TexasRed fluor	Tau fibril FP	TRb-SRC2 inh	L3MBTL1 inh	Tau fluor counter	Tau ThT inhib
29	Cc1occc1C(=O)Nc1ccc(S(=O)(=O)N2CCN(C)CC2)cc1	9%	3%[10 µM]	-3%	-7%	-4%	-5%	-1%	0%
30	Cc1ccc(Nc2cnn(C34CC5CC(CC(CC(=O)O)(C5)C3)C4)c(=O)c2Cl)cc1	i	8%	-4%	4%	-2%	.	-3%	-8%
31	Cn1c(=O)c2c(nc(N3CCOCC3)n2CCCNC2=NCCC2)n(C)c1=O	0%	-5%	-1%	-6%	12%	-3%	-11%	-19%
32	O=C(Nc1ccc([N+](=O)[O-])cc1)Nc1ccc(Cl)cc1F	i	.	-6%	?	-3%	-5%	?	-10%
33	S=C1NC(c2ccccc2)N2C(=S)NC(c3ccccc3)N12 (stereo unspecified)	1%	-2%	-3%	-3%	5%	.	1%	-7%
34	O=C(NCc1n[nH]c(=S)n1-c1ccccc1)c1cccs1	-1%	-28%	-1%	-6%	-9%	-1%	-1%	-1%
35	O=C(NC1(C(F)(F)F)NC(=O)N(c2ccccc2)C1=O)c1cccs1 (stereo unspecified)	-1%	.	-1%	7%	4%	8%	5%	-2%
36	CC(C)(C)c1ccc(OCC(=O)NCC2(N3CCOCC3)CCCCC2)cc1	.	.	2%	5%	1%	.	-8%	-12%
37	COc1ccc(OC)c(-n2nnnc2SCC(=O)NCc2ccc3c(c2)OCO3)c1	-4%	-8%[10 µM]	2%	2%	-1%	1%	-6%	0%
38	COc1cc(OC)c(OC)cc1/C=C/c1nc2cc3ccccc3cc2c(=O)n1-c1ccccc1Br	.	.	0%	15%	-1%	.	?	-17%
39	O=C(Nc1ccc(Cl)cc1)[C@@H]1[C@@H]2C(=O)N(c3cccc(F)c3)C(=O)[C@@H]2[C@H]2C=CC=NN21	-3%	5%[10 µM]	1%	-9%	2%	-10%	-27%	?
40	S=C(Nc1ccccc1)N(Cc1ccccc1)Cc1ccncc1	i	25%[10 µM]	-3%	-5%	-2%	0%	-6%	-4%
41	COCCN(C(=O)c1ccco1)c1nnc(-c2ccc(OC)c(OC)c2)s1	-9%	7%[10 µM]	-3%	4%	-15%	-6%	1%	-5%
42	CN(CC(=O)OCC(=O)NC(=O)c1cccn1C)S(=O)(=O)c1ccc(Cl)cc1	-3%	10%	1%	-1%	-7%	.	-18%	?
43	Cc1cc(C)c2c(n1)nn1c(C)c(CCC(=O)Nc3cccc(C)c3C)c(C)nc21	.	.	-2%	-2%	-8%	.	-8%	?
44	CCn1c(N)c(C(=O)Nc2ccccc2C(=O)OC)sc1=S	-11%	-15%	-3%	-7%	13%	-9%	?	-18%
45	Cc1c(NS(=O)(=O)c2ccc(NCC3CCCO3)c([N+](=O)[O-])c2)c(=O)n(-c2ccccc2)n1C (stereo unspecified)	-1%	-40%	-4%	-1%	1%	-2%	7%	-10%
46	Cc1ccc(N2C(=O)C3C(C2=O)N2C(c4cccs4)C4C(=O)N(c5ccc(C)cc5)C(=O)C4N2C3c2cccs2)cc1 (stereo unspecified)	-4%	.	1%	?	5%	-11%	-10%	-9%
47	CCOC(=O)C1=C(OCc2ccc(Cl)cc2)C2C=C(C)C=CC2N=C1 (stereo unspecified)	-7%	16%[10 µM]	0%	-2%	-2%	.	-10%	-14%
48	CC(O)[C@H]1CNC(=O)C(=O)N1CC1CCCCC1 (stereo partly specified)	i	-7%[10 µM]	-2%	-1%	0%	.	3%	0%
49	CC1(C)Cc2c(cnn2-c2ccccc2)-c2c1c1ccccc1n2CC(O)CCl (stereo unspecified)	0%	9%[10 µM]	0%	?	5%	-4%	?	?
50	O=C1c2nccnc2C(=O)N1c1ccc(C(F)(F)F)cc1	i	-24%	-1%	3%	-2%	2%	4%	0%
51	Cc1ccc(S(=O)(=O)Nc2cnc3ccccc3c2)cc1	8%	15%[10 µM]	-5%	-6%	-4%	-1%	-15%	-14%
52	Cn1c(CCNC(=O)c2ccccc2F)nnc1SCC(=O)Nc1ccccc1F	i	-24%	2%	1%	1%	13%	0%	-4%
